# Screening results as filed in PubChem.
# GLS inhibitor – glutaminase GLS (human) inhibition. 410,000 compounds, 0.21% hits. GLS enzymatic activity, qHTS titration. O94925. Potency, µM (doses to about 45.5 µM), for inactives: at the top dose activity change, negative = inhibition, most hits filed as inhibitors; note: potency is the fitted concentration of half-maximal effect; % is set by controls: 0 for no effect and ±100 for the full control effect
#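 Assay buffer: 45 mM KH2PO4 pH 8.2, 0.02% Tween-20. hKGA acts on L-glutamine (1 mM solution added); product glutamate is reported by an oxidase/peroxidase Amplex Red coupling, with fluorescence taken at baseline and 30 min.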
# POLH inh – blocks human DNA polymerase eta activity; 390,000 compounds, 1.2% hits; Potency, µM (titrated, usually from 114 µM), inactives show at the top dose activity change, negative = inhibition, most hits filed as inhibitors; recombinant Pol eta, fluorescent DNA replication assay; AID 588591; Q9Y253; note: potency is the fitted concentration of half-maximal effect; % is set by controls: 0 for no effect and ±100 for the full control effect
#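 Pol eta at 10 nM preincubated with compounds 15 min at room temperature; reaction started with fluorescent substrate (50 nM final) and read kinetically at 0 and 10 min.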
# BAZ2B block – BAZ2B (human) inhibition; Q9UIF8; AlphaScreen BAZ2B-H3K14Ac peptide displacement; Potency, µM (top dose mostly 114 µM), for the others: top-dose activity change, negative = inhibition, most hits filed as inhibitors; 360,000 compounds, 4.4% hits; AID 504333; note: potency is the fitted concentration of half-maximal effect; % is set by controls: 0 for no effect and ±100 for the full control effect; nearly all actives have a fitted effect of over 60% in size
#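 BAZ2B 50 nM plus b-H3(5-23)K14Ac 50 nM, PBS pH 7.4/0.01% Tween-20, 30 min RT; compound added (max 110 uM), 30 min RT; streptavidin donor/Ni-chelate acceptor beads 10 ug/mL final, 20 min dark; AlphaScreen read.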
# PI4K2A inh – inhibitors of human PI4K2A; Q9BTU6; purified PI4K2A, ADP-Glo luminescence, 1 h; stronger effect = lower value; activity change, negative = inhibition, % at 76.9 µM; 420,000 compounds, 0.13% hits; in the data active = activity change below about -50%; inconclusive = mostly about -30% to -49%;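 note: -100% = wells without enzyme as full effect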
# Target sequence (Q9BTU6 whole entry, looked up): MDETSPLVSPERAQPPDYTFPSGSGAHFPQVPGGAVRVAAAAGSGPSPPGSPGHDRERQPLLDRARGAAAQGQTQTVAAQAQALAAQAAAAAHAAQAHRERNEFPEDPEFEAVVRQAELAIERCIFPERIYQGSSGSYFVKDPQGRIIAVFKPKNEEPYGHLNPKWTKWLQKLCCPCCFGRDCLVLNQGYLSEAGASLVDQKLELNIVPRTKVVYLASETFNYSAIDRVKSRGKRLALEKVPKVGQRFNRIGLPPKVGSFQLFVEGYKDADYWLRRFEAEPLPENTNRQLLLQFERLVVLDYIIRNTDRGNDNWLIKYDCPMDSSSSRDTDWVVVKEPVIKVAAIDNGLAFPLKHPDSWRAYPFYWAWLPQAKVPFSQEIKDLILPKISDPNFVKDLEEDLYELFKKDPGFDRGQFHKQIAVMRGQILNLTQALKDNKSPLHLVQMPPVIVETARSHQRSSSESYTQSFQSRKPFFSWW
#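 PI4K2A activity was measured by ADP-Glo luminescence: enzyme (4 ug/mL stock) and phosphatidylinositol (1.2 mM stock) in Tris pH 7.5/MgCl2/EGTA/Triton X-100 buffer were reacted with ATP (300 microM stock) for one hour at ambient temperature.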
# PGK inhibitor – blocks T. brucei phosphoglycerate kinase. PGK/GAPDH coupled, Kinase-Glo luminescence, 60 min. AID 602233. P07378. 380,000 compounds, 0.043% hits. Potency, µM (series often up to 57.5 µM), for the others: at the top dose activity change, negative = inhibition, most hits filed as inhibitors; note: potency is the fitted concentration of half-maximal effect; % is set by controls: 0 for no effect and ±100 for the full control effect; nearly all actives have a fitted effect of over 60% in size
#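 Luminescent ATP detection (Kinase-Glo Plus) follows a 60-minute room-temperature incubation, with wells lacking PGK as controls. Buffer: 100 mM TEA (pH 7.6), 5 mM MgCl2, 0.01% Tween-20. Coupling enzyme GAPDH (100 nM final) supplies unstable 1,3-BPG in-well.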
# Pin1 inhibitor – inhibitors of human Pin1. Q13526. Pin1 FP peptide displacement, HiFluor488, 10 min. Potency, µM (top dose mostly 115 µM), inactives show at the top dose activity, negative = inhibition, most hits filed as inhibitors. 390,000 compounds, 0.009% hits; active = well fitted inhibition curve with a large enough effect in the polarisation, with a control signal flat, not every such curve was filed as active; inconclusive = small, poorly fitted or top-dose-only effect, or effect the other way, or a change in a side signal; inactive = no such curve, though single readings can be large or run the other way; the % refers to the polarisation; note: potency is the fitted concentration of half-maximal effect; % is set by controls: 0 for no effect and ±100 for the full control effect
# Target sequence (Q13526 whole entry, looked up): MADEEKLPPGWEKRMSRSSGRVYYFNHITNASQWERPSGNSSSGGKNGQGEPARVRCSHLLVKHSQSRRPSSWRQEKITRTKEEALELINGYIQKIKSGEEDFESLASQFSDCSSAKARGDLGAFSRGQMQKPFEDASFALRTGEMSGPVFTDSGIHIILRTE
# HP1b chromo inh – inhibitors of HP1-beta chromodomain binding to methylated histone tails; P83916; AlphaScreen HP1-beta / biotin-H3K9me3 peptide binding; Potency, µM (doses to about 114 µM), inactives show at the top dose activity change, negative = inhibition, usual class: inhibitors; 390,000 compounds, 0.56% hits; AID 540317; note: potency is the fitted concentration of half-maximal effect; nearly all actives have a fitted effect of over 70% in size; inactives centre near 23
# Target sequence (P83916 whole entry, looked up): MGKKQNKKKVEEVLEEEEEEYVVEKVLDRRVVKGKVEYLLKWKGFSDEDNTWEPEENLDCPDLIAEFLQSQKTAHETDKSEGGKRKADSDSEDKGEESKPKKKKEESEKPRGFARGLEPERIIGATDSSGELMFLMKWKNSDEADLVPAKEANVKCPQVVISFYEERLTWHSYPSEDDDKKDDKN
#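 Compound inhibition of the preformed complex between 50 nM HP1-beta and 50 nM biotinylated H3K9me3 peptide was read by AlphaScreen. Buffer was PBS pH 7.4 with 0.01% Tween-20. Incubations ran 30 min at room temperature, with 10 ug/mL donor/acceptor beads.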
# JMJD2A Tudor – blocks the human JMJD2A Tudor domain. AlphaScreen JMJD2A-Tudor / H3K4me3 peptide binding. O75164. AID 504339. 390,000 compounds, 4.4% hits. Potency, µM (titrated, usually from 114 µM), for inactives: at the highest dose activity change, negative = inhibition, usual class: inhibitors; note: potency is the fitted concentration of half-maximal effect; % is set by controls: 0 for no effect and ±100 for the full control effect; nearly all actives have a fitted effect of over 50% in size
# G9a block – blocks human histone lysine methyltransferase G9a; Q96KQ7; G9a H3K9 monomethylation, AlphaScreen, 2 h; Potency, µM (doses to about 102 µM), inactives show top-dose activity, negative = inhibition, most hits filed as inhibitors; 350,000 compounds, 8.8% hits; note: potency is the fitted concentration of half-maximal effect; % is set by controls: 0 for no effect and ±100 for the full control effect; nearly all actives have a fitted effect of over 75% in size
#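 Chemiluminescent proximity detection of H3K9 monomethylation, read after 10 min bead incubation in the dark. Reaction: 20 nM G9a, 500 nM biotin-H3K9 peptide, 20 uM SAM cofactor, 2 h, room temperature, following 15 min enzyme-compound preincubation.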
# Active calls of the source: *; i = inactive; ? = inconclusive; . = not tested or not shown; [ ] = remark or other dose. Unless noted, calls come from the whole dose curve; as a rule, active = well fitted curve in the direction sought with a large enough effect; inconclusive = small, poorly fitted or top-dose-only effect, or another doubt; inactive = no such curve, though single readings can be large; an effect the other way counts as inactive or inconclusive. Some of the compounds tested. The share of hits here may be higher or lower than overall.
POLH inh,PGK inhibitor,G9a block,JMJD2A Tudor,HP1b chromo inh,Pin1 inhibitor,GLS inhibitor,BAZ2B block,PI4K2A inh,mol
-12%,i,?,-8%,48%[activator],-9%,-3%,9%,0,Cc1ccccc1NC(=O)C(NS(=O)(=O)c1ccc2c(c1)c(=O)n(C)c(=O)n2C)c1ccccc1 (centres undefined)
-20%,-1%,2%[59 µM],-11%,43%[activator],?,?,3%,-1,CCc1nc2ccc(C(=O)NCc3cc(OC)ccc3OC)cc2nc1CC
-8%,-5%,-33%,-1%,39%[activator],13%,-15%,?,4,O=C(CSc1ccc(Cl)cc1)NC(=O)NCc1ccco1
2%,-4%,12%,-8%,41%[activator],-4%,-1%,1%,4,O=C(O)C1C2C=CC(C2)C1C(=O)NCc1ccccc1F (centres undefined)
-26%,-9%,16%,-4%,43%[activator],0%,-9%,-3%,3,COc1ccccc1OCC(=O)Nc1ccncc1
-5%,17%,67%[activator],?,4%,-1%,?,?,5,O=C(CN1C(=O)c2ccccc2C1=O)NCc1ccc(F)cc1
-9%,i,35%,-11%,48%[activator],-1%,6%,-2%,-4,O=C(NCc1ccccn1)C(=O)NCC1OCCN1S(=O)(=O)c1ccc(Cl)cc1 (centres undefined)
-6%,2%,37%,?,54%[activator],4%,1%,0%,-4,CCOC(=O)c1oc2ccc(Cl)cc2c1NC(C)=O
-22%,i,0%,8%[57.1 µM],47%,?,-4%,1%,-6,CN(C(=O)COC(=O)c1ccc([N+](=O)[O-])cc1N)c1ccccc1
4%,-11%,2%[59 µM],6%,7%,-11%,2%,0%,4,COCc1cc(C)nc2sc3c(=O)n(-c4ccccc4C(F)(F)F)nnc3c12
-23%,-13%,.,2%,52%[activator],3%,-4%,3%,-11,O=C(/C=C/c1ccccc1Cl)Nc1ccccc1
-3%,-3%,4%,-16%,-11%,?,-14%,-7%,-9,COC(=O)C1=C(C)N(c2ccc(C)c(C)c2)/C(=C/c2cccs2)C1=O
-21%,-2%,40µM*,?,-1%,-11%,2%,?,0,COc1ccc(-n2c(Cc3cccn3C)nnc2SCC(=O)Nc2ccc(F)cc2F)cc1
-3%,-1%,11µM*,?,-15%,-14%,-17%,?,2,Nc1ccc(OCc2ccccc2)cc1
-4%,-4%,?,?,7%,-2%,24%,-34%,1,Cc1cc(C)c2c(-n3cccc3)c(C(=O)NNS(=O)(=O)c3ccc(Cl)cc3)sc2n1
1%,-4%,-5%[59 µM],79µM*,0%,30%[activator],8%,-7%,4,O=C(NCc1cccc(F)c1)c1ccc(N2C(=O)Cn3c(cc4sccc43)C2=O)cc1
-5%,3%,-35%,-31%,-14%,8%,18%,?,4,C=CCNc1nc(C(=O)OCC(=O)c2ccc(F)cc2)cs1
9%,-11%,15%[59 µM],-11%,20%,7%,-6%,-7%,-6,O=C(CSc1ccsc1[N+](=O)[O-])NCCc1ccc(Cl)cc1
-15%,-4%,-18%[2.33 µM],-28%,-2%,-10%,17%,-34%,-2,CN(CC(=O)Nc1ccccc1N1CCCC1)S(=O)(=O)c1ccc(F)cc1
-20%,-3%,1%,-11%,16%,2%,0%,?,0,COc1ccc(CNC(=O)CN2C(=O)C(C)N(c3ccc(C)cc3)C2=O)cc1 (centres undefined)
-20%,-2%,138%[activator],69%[activator],121%[activator],-7%,?,136%[activator],3,N/C(=N\OC(=O)CCCc1ccccc1)c1ccccc1Cl
-4%,-3%,18%,-10%,50%[activator],7%,3%,1%,-1,COc1ccc(OC)c(-c2csc(NC(=O)c3ccccc3F)n2)c1
79µM*,5%,28%[12.7 µM],-18%,16%,-14%,-6%,?,0,CC(C)=CC(=O)OCC(=O)Nc1ncc(Cl)c(C)c1Cl
-12%,6%,22%[0.0925 µM],4%,-7%,2%,-4%,-15%,5,CCN1C(=O)C(CC(=O)Nc2ccc(OC)cc2)N(Cc2cccs2)C1=S (centres undefined)
-22%,-9%,.,51%[activator],128%[activator],-3%,4%,13%,-5,COc1ccc(-c2nnn(Cc3ccccc3)n2)cc1
-2%,2%,1%[12.7 µM],?,16%,0%,-15%,-16%,2,CN(C)c1cc(-c2ccc(Cl)c(Cl)c2)oc(=O)c1Cl
-8%,-12%,21%[59 µM],-12%,16%,6%,8%,5%,-4,O=[n+]1c2c(n([O-])c3c1CCCC3)CCCCC2
10%,-4%,?,-10%,24%,9%,0%,-6%,-3,CCn1c(=O)c(=O)[nH]c2cc(C(=O)NC3CCCc4ccccc43)ccc21 (centres undefined)
-11%,4%,-6%,-3%,42%[activator],0%,2%,5%,1,Cc1noc(C)c1COC(=O)c1ccc(F)c(S(=O)(=O)N2CCCCC2)c1
-5%,-6%,-8%[59 µM],-11%,28%,-6%,1%,22%,-1,CCCCC(=O)Nc1ccc(Cl)cn1

# Ordered by formula weight (low to high): three of the compounds above.
POLH inh,PGK inhibitor,G9a block,JMJD2A Tudor,HP1b chromo inh,Pin1 inhibitor,GLS inhibitor,BAZ2B block,PI4K2A inh,mol
-8%,-5%,-33%,-1%,39%[activator],13%,-15%,?,4,O=C(CSc1ccc(Cl)cc1)NC(=O)NCc1ccco1
-20%,-3%,1%,-11%,16%,2%,0%,?,0,COc1ccc(CNC(=O)CN2C(=O)C(C)N(c3ccc(C)cc3)C2=O)cc1 (centres undefined)
-9%,i,35%,-11%,48%[activator],-1%,6%,-2%,-4,O=C(NCc1ccccn1)C(=O)NCC1OCCN1S(=O)(=O)c1ccc(Cl)cc1 (centres undefined)

# (more compounds)
POLH inh,PGK inhibitor,G9a block,JMJD2A Tudor,HP1b chromo inh,Pin1 inhibitor,GLS inhibitor,BAZ2B block,PI4K2A inh,mol
45µM*,-12%,40µM*,10µM*,?,-3%,-14%,40µM*,-26,O=C1S/C(=C\C=C\c2ccco2)C(=O)N1c1ccccc1
-8%,i,-31%,-14%,24%,12%,-7%,-3%,3,COc1ccc(-c2csc(NC(=O)CSCC(=O)Nc3cc(C)on3)n2)c(OC)c1
0%,-9%,?,-18%,27%,15%,-3%,-9%,-3,Cc1cccnc1NC(=O)CCC(=O)c1cccs1
-20%,11%,.,-1%,27%,-2%,-7%,.,-2,CC(C)CCC1(CCO)C(=O)N=C(N)NC1=O (centres undefined)
-9%,3%,-20%,-12%,38%,-11%,14%,-9%,-1,CCN1CCN(c2nnc(-c3ccc(C)cc3)c3ccccc23)CC1
-21%,-9%,-5%,-20%,39%[activator],-4%,-1%,-37%,-2,CCC(C(=O)NC(C)(C)C)N(Cc1cccs1)C(=O)CNS(=O)(=O)c1ccccc1 (centres undefined)
-11%,i,3%[59 µM],-6%,32%[activator],-5%,-7%,-1%,-3,COc1cc(CN(C(=O)c2cccc(Cl)c2)c2ccccn2)cc(OC)c1OC
-5%,4%,.,-11%,-1%[57 µM],?,7%,8%,-1,Cn1c(SCC(=O)NC2CC2)nnc1-c1ccccc1Cl
8%,-3%,-10%,-1%,3%,2%,3%,2%,3,Cc1ccc(S(=O)(=O)N2CCC(c3nnc(SCCN4CCCC4)n3C)CC2)cc1
-25%,-12%,-7%[2.33 µM],?,-14%,0%,22%,-10%,2,O=[N+]([O-])c1ccc(-[n+]2ccc3ccccc3c2)c([N+](=O)[O-])c1
-7%,3%,40%[activator][59 µM],1%,49%[activator],-6%,-2%,3%,3,CC(C)Oc1ccc(C(=O)Nc2ccc(C(F)(F)F)n(C)c2=O)cc1
-11%,i,-4%[59 µM],-12%,49%[activator],-9%,-4%,-14%,0,CCSc1nnc2nc3[nH]c4c(C)cccc4c3nn12
-16%,-8%,?,-2%,5%,-10%,1%,-38%,-3,CCc1ccc(NS(=O)(=O)c2ccc(C)c(C(=O)N3CCOCC3)c2)cc1
-7%,2%,?,-1%,42%[activator],-2%,-3%,-7%,6,O=C1NCCCC1C(=O)N/N=C/c1ccccc1[N+](=O)[O-] (centres undefined)
-16%,-9%,6%[59 µM],-13%,15%,-1%,1%,8%,-3,[O-][n+]1cccc2ncc3cscc3c21
-13%,-7%,.,.,.,.,5%,.,2,CCOC(=O)C1=C(C)NC(C)=C(C(=O)OCC)C1c1cccc([N+](=O)[O-])c1
-8%,-2%,14%[12.7 µM],-1%,8%,-2%,8%,-4%,-2,COc1ccc(S(=O)(=O)N2CCC(C(=O)NC3CC3)CC2)cc1Cl
-9%,12%,-4%,-16%,30%,?,-3%,-13%,-16,CCOC(=O)c1cnc2c(C)cc(Cl)cc2c1NCCCN1CCOCC1
-10%,-6%,?,?,1%,3%,8%,?,-7,Cc1c(Cl)cccc1NC(=S)N=Nc1c(O)n(CN2CCOCC2)c2ccccc12
0%,-7%,-3%[59 µM],-6%,5%,6%,2%,-4%,-1,O=C(NC1CCN(Cc2ccccc2)CC1)c1ccccc1F
-14%,-1%,-1%,7%,28%,-2%,3%,1%,-7,O=C1c2ccsc2SCCN1Cc1ccc(Cl)cc1
-18%,9%,13µM*,8%,-15%,-4%,8%,-6%,-3,CCCCCOC(=O)CSc1nc2c(c(=O)[nH]c(=O)n2C)n1CCc1ccccc1
-7%,-3%,8%[59 µM],-6%,25%,-2%,11%,-14%,1,Cn1cccc1C(=O)NNC(=O)COc1ccc(C#N)cc1
-4%,i,7%,0%,23%,-3%,-1%,5%,-1,O=C(O)CC/C(=N\Nc1ccc(Cl)cc1)c1cccs1
-17%,-5%,-2%,-10%,.,1%,-1%,-13%,1,CC(=O)Nc1nc(CCN2C(=O)c3ccccc3C2=O)cs1
-2%,-6%,-29%[59 µM],-13%,0%,5%,0%,-1%,-6,Cc1ccc(S(=O)(=O)NCC(=O)N(CC(=O)NC2CCCCC2)CC2CCCO2)cc1 (centres undefined)
-17%,-9%,6%,-4%,21%,1%,9%,-5%,-3,COC(=O)c1ccc(NC(=O)Cc2ccc(F)cc2)cc1
